Source: PubChem BioAssay
p53ts 32C tox: p53ts cell cytotoxicity, permissive temperature; H1299-p53A138V at 32C, ATP luminescence viability, 24 h; Potency, µM (doses to about 46.1 µM), for inactives: at the highest dose activity change, negative = cytotoxicity, most hits filed as cytotoxic; 130,000 compounds, 0.93% hits; AID 924;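 also: 0% = DMSO and -100% = full killing by reference compound; nearly all actives have a fitted effect of over 55% in size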
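Viability by ATPlite luminescence after 24 h compound treatment (up to 46 uM) at the permissive 32C. Cells are H1299 carrying p53 A138V. Scale runs from DMSO basal to 100 uM tamoxifen as full kill; AC50 from Hill fits.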
IkB sig inh: IkB pathway inhibition in ABC-DLBCL cells. ABC-DLBCL IkBa-CBG/CBR dual luciferase ratio, 4 h; response scale: scaled: untreated 0%, proteasome inhibitor 100%. Potency, µM (series often up to 57.1 µM), for the others: top-dose IkBa stabilization activation. 110,000 compounds, 0.04% hits. AID 445; active = well fitted curve in the direction sought with a large enough effect in the signal ratio, not every such curve was filed as active; inconclusive = small, poorly fitted or top-dose-only effect, or a change in a side signal; the % refers to the signal ratio;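 also: the direction sought is a rising ratio; 0% = basal untreated cells and 100% = reference inhibitor full response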
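In this assay, an IκBα–CBG68 fusion accumulates when IKK-driven degradation is blocked; native CBR normalizes for cell number. OCI-Ly3 cells were treated 4 h with compound and doxycycline, then green and red light read after Chroma-Glo addition.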
Peg3 imprint: genomic imprint erasure induction | AID 1948 | mouse ES Peg3-LacZ reporter, beta-gal luminescence, 40 h | Potency, µM (doses to about 60.7 µM), without a hit: at the highest dose activity change, positive = activation, usual class: activators | 110,000 compounds, 0.02% hits;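 also: 0% = negative control wells on the plate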
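Readout: BetaGlo luminescence (5 min, room temp) for LacZ from the normally silent maternal Peg3 allele in female Peg3LacZ-Neo ES cells. Cells 300/well, 40 h, 37C, 5% CO2. Data normalized per plate to negative controls.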
p53ts 39C kill: kills p53ts cells at the nonpermissive temperature | 130,000 compounds, 1.5% hits | Potency, µM (top dose mostly 46.1 µM), without a hit: top-dose activity change, negative = cell killing, usual class: cytotoxic | H1299-p53A138V viability at 39C, ATP luminescence, 24 h | AID 902; also: nearly all actives have a fitted effect of over 55% in size
Numbers without * were called inactive; ? = inconclusive; . = not tested or not shown; & = joins results of further samples; [ ] = dose if it differs, or a comment. Unless noted, calls follow the shape of the dose curve; as a rule, active = well fitted curve in the direction sought with a large enough effect; inconclusive = small, poorly fitted or top-dose-only effect, or another doubt; inactive = no such curve, though single readings can be large; an effect the other way counts as inactive or inconclusive. Unless noted, % is scaled to controls: 0 for no effect and ±100 for the full control effect; potency is read from the fitted curve at half-maximal effect.

SMILES	p53ts 32C tox	IkB sig inh	Peg3 imprint	p53ts 39C kill
CC(=O)c1cccc(NC(=O)c2cc(C)no2)c1	-4%	-0.1%	-18%	2%
O=C(COc1ccc(Cl)cc1Cl)NCc1ccco1	-15%	-1.2%	.	-16%
O=C(c1cnn2c(C(F)F)cc(C3CC3)nc12)N1CCc2ccccc2C1	9%	1.8%	-10%	-1%
c1ccc(C2(c3ccccc3)OCC(Cn3cncn3)O2)cc1 (configuration not stated)	-11%	?	6%	7%
Cc1ccc(C)c(N2CCN(c3nc4c(S(=O)(=O)c5ccccc5)nnn4c4ccc(Cl)cc34)CC2)c1	2%	-0.1%	-3%[10.9 µM]	-27%
CC(C)NS(=O)(=O)c1ccc(OCC(=O)N2CCN(c3cccc(Cl)c3)CC2)cc1	11%	?	-14%[10.9 µM]	-8%
Cc1ccc(C)c(CN2C(=O)c3ccccc3S(=O)c3ccc(C(=O)N(C)Cc4ccccc4)cc32)c1 (configuration not stated)	20%	?	-10%[10.9 µM]	-4%
COc1ccc(-c2ccc(NS(=O)(=O)c3ccc(NC(C)=O)cc3)cc2)nn1	-2%	?	-4%[10.9 µM]	-7%
Cc1ccc(OCC(=O)Nc2cccc(C)n2)c(C)c1	?	-0.1%	-42%[inhibitor]	?
Cc1cc(OCC(=O)NCCCN(C)C)cc(C)c1Br	-13%	-2.2%	-15%	7%
C[C@H](NCCc1ccc(O)cc1)[C@@H](O)c1ccc(O)cc1	0%[20.6 µM]	0.1%[25.6 µM]	-9%[16.8 µM]	7%[20.6 µM]
C=CCn1c(N)c(-c2nc3ccccc3n2C)sc1=S	-1%	3.2%	-13%	10%
CCCCCCc1cc2cc(-c3cn4c(n3)sc3cc(OC)ccc34)c(=O)oc2cc1O	-19%	?	-6%[10.9 µM]	-10%
CC(=O)Nc1ccc(Nc2nc3ccc(Cl)cc3n3cnnc23)cc1	-4%	2.4%	-6%[10.9 µM]	-2%
CC(C)N1CC(C(=O)Nc2ccccc2)CC1=O (configuration not stated)	1%	.	.	4%
COc1ccc(OC)c(CCNC(=O)c2cc3cccc4c3n2CC(C)S4)c1 (configuration not stated)	8%	?	-7%[10.9 µM]	-1%
COc1ccc(Oc2ncc3nc(-c4ccc(F)cc4)c(=O)n(CCC#N)c3n2)cc1	7%	1.1%[11.4 µM]	-16%	1%
Cc1c(C(=O)NCc2cccnc2)oc2c1C(=O)CC(C)(C)C2	-5%	-0.4%	6%	7%
O=C(Nc1ccccc1)N1CCN(c2nc3ccccc3s2)CC1	9%	-1.4%	-28%	3%
Cc1ccc(Cl)cc1N(CC(=O)NC1CCCCC1)S(C)(=O)=O	2%	3.9%	.	-2%
Cc1ccc(-c2nn(C)c(=O)c3ccccc23)cc1S(=O)(=O)NCCCN(C)C	2%	3.8%	-8%[10.9 µM]	-1%
Cc1ccc(N2CCN(C(=O)c3cc4cc5ccc(C)cc5nc4s3)CC2C)cc1 (configuration not stated)	4%	1.0%	-2%[10.9 µM]	-13%
Cc1cc(C)c(NC(=O)CN2CCN3CCCC3C2)c(C)c1 (configuration not stated)	-8%	0.1%	-11%	-12%
CCC(=O)N1CCc2cc(S(=O)(=O)CCC(=O)NCc3ccc4c(c3)OCO4)ccc21	10%	0.8%	2%	-1%
CCC(CC)C(=O)Nc1nnc2n1CCS2	18%	6.5%	12%[10.9 µM]	-16%
O=C(CCc1ccccc1)Nc1ccc(N2CCOCC2)c(Cl)c1	13%	.	.	7%
Cc1onc(COc2ccccc2O)c1Br	-6%	-1.5%	?	2%
COc1ccc2c(c1)SC1=NCCS(=O)(=O)N12	-6%	0.0%	-12%	12%
CO/N=C(\C(=O)N[C@@H]1C(=O)N2C(C(=O)O)=C(CSc3nc(=O)c(O)nn3C)CS[C@@H]12)c1csc(N)n1	-5%	-6.0%	.	7%
O=C1CCC(c2ccccc2)=NN1c1nc2ccccc2s1	-5%[9.22 µM]	4.8%[11.4 µM]	12%[10.9 µM]	7%[9.22 µM]
Cc1cc(C)cc(NC(=O)CCS(=O)(=O)c2ccc3nc(C)sc3c2)c1	7%	2.1%	?	-6%
Cc1ccc(C)c(NC(=O)Cn2c(=O)n(Cc3ccccc3)c(=O)c3oc4ccccc4c32)c1	13%	-0.1%	-10%[10.9 µM]	-26%
O=C(CN1CCCN(Cc2cccc(Cl)c2)S1(=O)=O)Nc1ccc2c(c1)OCCO2	1%	?	-9%[10.9 µM]	-11%
C#CCSc1nnc(-c2c[nH]c3ccccc23)n1C	4%	1.8%	-20%	-4%
CC(C)c1ccc(OCc2cc(=O)n3c4c(sc3n2)CCCC4)cc1	-3%	-2.0%	-7%[10.9 µM]	-10%
Cc1c(N2C(=O)c3ccccc3C2=O)c(=O)n(-c2ccccc2)n1C	1%	0.9%	-2%	8%

Laid out differently: six of the compounds above.
compound,p53ts 32C tox,IkB sig inh,Peg3 imprint,p53ts 39C kill
O=C1CCC(c2ccccc2)=NN1c1nc2ccccc2s1,-5%[9.22 µM],4.8%[11.4 µM],12%[10.9 µM],7%[9.22 µM]
Cc1cc(C)cc(NC(=O)CCS(=O)(=O)c2ccc3nc(C)sc3c2)c1,7%,2.1%,?,-6%
Cc1ccc(C)c(NC(=O)Cn2c(=O)n(Cc3ccccc3)c(=O)c3oc4ccccc4c32)c1,13%,-0.1%,-10%[10.9 µM],-26%
O=C(CN1CCCN(Cc2cccc(Cl)c2)S1(=O)=O)Nc1ccc2c(c1)OCCO2,1%,?,-9%[10.9 µM],-11%
C#CCSc1nnc(-c2c[nH]c3ccccc23)n1C,4%,1.8%,-20%,-4%
CC(C)c1ccc(OCc2cc(=O)n3c4c(sc3n2)CCCC4)cc1,-3%,-2.0%,-7%[10.9 µM],-10%

Carrying on.
SMILES	p53ts 32C tox	IkB sig inh	Peg3 imprint	p53ts 39C kill
COc1ccc(-c2nc3ccccn3c2NCc2ccc3c(c2)OCO3)cc1	?	.	.	-26%
CCOc1ccc2nc(N3CCCCCC3)sc2c1	?	4.8%	-42%[inhibitor]	-14%
NC1(C(=O)O)C[C@@H](C(=O)O)[C@H](C(=O)O)C1	3%&3%	-0.4%&-0.3%	2%&-8%	8%&-9%
CC(=O)OCC1OC(C#CCC2CCCCC2)C=CC1OC(C)=O (configuration not stated)	2%[9.22 µM]	.	.	-8%[9.22 µM]
N#CCCN1CCN(S(=O)(=O)c2ccc(S(=O)(=O)NC3CCCC3)cc2)CC1	4%	-1.9%	0%	12%
Cc1ccc(C)c(/C(O)=C2/C(=O)C(=O)N(CCN3CCOCC3)C2c2ccco2)c1 (configuration not stated)	-1%	?	.	3%
CCc1ccc(NC(=O)Cn2nc3c4ccccc4n(Cc4ccccc4)cc-3c2=O)cc1	-18%	?	4%[10.9 µM]	?
CSc1ncc2c(n1)-c1ccccc1N(Cc1ccc(Cl)cc1)S2(=O)=O	10%	0.7%	-10%[10.9 µM]	17%
CCCCn1c(CNC(=O)C23CC4CC(CC(C4)C2)C3)nnc1SCC(=O)Nc1ccc(C)cc1	21%	?	-3%[10.9 µM]	?
CN(C)C(=O)c1ccc(NC(=O)c2cccnc2)cc1	-2%	1.2%	-66%[inhibitor]	6%
Cc1cccc(NC(=O)CCc2c(C)nc3c(c(C)nn3C(C)(C)C)c2C)c1C	-1%	?	-4%[10.9 µM]	-8%
CCOc1cc(C(=O)Nc2cc(C)ccn2)cc(OCC)c1OCC	-3%	1.8%	-13%	-12%
O=c1n(Cc2ccccc2)c2cc(Cl)cnc2n1Cc1ccccc1	13%	?	-10%	0%
O=C(CN1CCN(c2ncccn2)CC1)Nc1ccccc1-n1cccc1	5%	?	-19%	-6%
Cc1nc(-c2ccc(Cl)cc2)sc1CCNC(=O)c1ccco1	-4%	3.1%	-9%[10.9 µM]	6%
CCN1C(=O)C2C(c3ccc(O)c(OC)c3)NC(C)(C(=O)OC)C2C1=O (configuration not stated)	12%	-1.0%	4%	4%
CCc1ccc(-n2nc(CO)c(C(=O)NCc3ccccc3Cl)n2)cc1	6%	-0.5%	-7%[10.9 µM]	-12%
Cc1ccc(-n2nc3cc(C)c(NC(=O)c4ccc(-c5ccccc5)o4)cc3n2)cc1	0%	0.6%	-8%[10.9 µM]	?
O=c1n(Cc2cccc(F)c2)c2ccccc2c2nc(-c3ccccc3)nn12	-8%	2.6%	-9%[10.9 µM]	-8%
CC(C)N(CCNC(=O)c1cn(C)c2ccc(S(=O)(=O)N(C)C)cc2c1=O)Cc1ccccc1	2%	-4.0%	-6%	1%
CCOc1ccc(-c2nnc(-c3ccco3)o2)cc1OCC	0%	-1.5%	5%	-11%
CCOC(=O)CCC(=O)NCc1ccc2[nH]c(C)cc2c1	-2%	-0.4%	14%	6%
CCOc1ccc(-n2c(Cc3cc(=O)[nH]c(=O)[nH]3)nnc2SC(C)C)cc1	-3%	-0.6%	.	11%
Cc1ccccc1Cn1c(CN2CCN(c3cc(Cl)ccc3C)CC2)nc2c1c(=O)[nH]c(=O)n2C	-26%	?	-14%[10.9 µM]	?
COc1ccc(C)cc1NC(=O)N1CCCn2nc(C)cc21	-4%	-1.4%	-5%[10.9 µM]	1%
CC(C)c1ccc(NC(=O)CCNS(=O)(=O)c2cccc3nonc23)cc1	5%	0.9%	-20%	-3%
Cc1cc(-c2nc3ncccc3o2)ccc1NC(=O)c1ccccc1Br	-6%	22%	-3%[10.9 µM]	-2%
Cc1nnc(SCC(=O)NCc2ccc3c(c2)OCO3)s1	3%	1.1%	14%	9%
O=C(CSc1n[nH]c(-c2ccccc2Br)n1)NC(=O)NCc1ccco1	8%	-0.3%	-7%	-8%
CC(CN(C)Cc1ccccc1)OC(=O)C1COc2ccccc2O1 (configuration not stated)	-3%	9.3%	-4%	-8%
Cc1c(Cc2ccccc2)c(=O)oc2c(C)c(OCc3nn[nH]n3)ccc12	4%	0.5%	-3%	15%
COc1cc(C(=O)Nc2cnc(NC(=O)C(C)C)cc2C)cc(OC)c1OC	-3%	0.5%	-5%	-1%
Cc1nc2ccc(NC3=NCCCCC3)cc2s1	0%	0.2%	-10%	-8%
CC1(C)[C@@H](OC(=O)CCC(=O)O)CC[C@@]2(C)[C@H]1CC[C@@]1(C)[C@H]2C(=O)C=C2[C@H]3C[C@](C)(C(=O)O)CC[C@]3(C)CC[C@@]21C	-5%[20.6 µM]	1.5%[25.6 µM]	7%[16.8 µM]	13%[20.6 µM]
Cc1cc(C)cc(NC(=O)CCc2c(C)nc3c4cccnc4nn3c2C)c1	-6%	?	-10%[10.9 µM]	12%
CCN(CC)S(=O)(=O)c1cccc(-c2nnc(SC(C)C#N)n2Cc2ccccc2)c1 (configuration not stated)	-5%	0.3%	-7%	-9%
CC1(C)Oc2ccc(C(=O)N3CCc4ccccc43)cc2N(CC(=O)N2CCCC2)C1=O	-1%	0.4%	-13%	6%
CN(CC(=O)O)S(=O)(=O)c1ccc(F)cc1	-7%	.	.	2%
COc1cc(CN(C(=O)COc2ccc(C)c(C)c2)c2ccccn2)cc(OC)c1OC	-8%	?	-21%[10.9 µM]	29%
Cc1ccc(C2C(=O)N(C3CCC(C)CC3)CC(=O)N2C2CC2)cc1 (configuration not stated)	3%	-0.9%	-12%	-4%
C(=N\n1cnnc1)/c1ccc(N2CCOCC2)s1	-2%	2.2%	3%	-9%
O=C(CN1C(=O)c2ccccc2C1=O)N1CCN(c2ccccc2)CC1	-3%	2.4%	16%	13%
COCc1nc(-c2ccc(-c3ccc(OC)cc3)nc2OC)no1	-10%	-0.5%	-18%	-1%
O=C(CCS(=O)(=O)c1cc2c(cc1Cl)NC(=O)CO2)NCc1ccccc1Cl	2%	?	-5%[10.9 µM]	-12%
COc1nc(C)ccc1-c1noc(-c2ccncc2)n1	-2%	-2.6%	-3%	-3%

By substructure: the compounds so far with a thiophene ring, fused or not.
SMILES	p53ts 32C tox	IkB sig inh	Peg3 imprint	p53ts 39C kill
Cc1ccc(N2CCN(C(=O)c3cc4cc5ccc(C)cc5nc4s3)CC2C)cc1 (configuration not stated)	4%	1.0%	-2%[10.9 µM]	-13%
C(=N\n1cnnc1)/c1ccc(N2CCOCC2)s1	-2%	2.2%	3%	-9%

Hits appear at their usual frequency. Share with any hit: about 1.7%.
